RTF Ca sens inh = cardiac RTF calcium desensitization; AID 493244; inhibition, % at 7.15 µM; IANBD-labeled cardiac RTF, Ca2+ fluorescence; P19429+P45379; 340,000 compounds, 0.12% hits;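 active means inhibition above the mean inhibition of all tested compounds plus 3 SD, cut at about 17% in these data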;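 further: assay run at fixed EC70 calcium of 1.6 mM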
C-LANA FP = blocks KSHV LANA C-terminal domain binding to DNA. AID 504423. MBP-C-LANA/FAM-LBS DNA binding, fluorescence polarization. inhibition, % at 9 µM. 340,000 compounds, 0.078% hits;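 active means highest replicate inhibition at or above 60% at 9 µM, even if other replicates fall short; inactive means all replicates below 60% inhibition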;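 further: 0% = neutral control wells and 100% = 4 µM acridine orange control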
CAL PDZ FP-1 = inhibitors of human CAL PDZ peptide binding; Q9HD26; 300,000 compounds, 0.92% hits; inhibition, % at 24.9 µM; purified CAL PDZ, TMR-peptide fluorescence polarization, 1 h; AID 602252;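 active means mean inhibition of at least 30% with at least half of replicates also reaching 30%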;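 further: 0% = DMSO neutral control and 100% = excess unlabeled competitor peptide PRC23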
DAGLB inhibitor = diacylglycerol lipase beta (human) inhibition; Q8NCG7; 340,000 compounds, 0.059% hits; HEK293T DAGLB membrane lysate, EnzChek fluorogenic substrate; inhibition, % at 5.17 µM; in the data active means inhibition above about 34%;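 further: 0% = enzyme with vehicle and 100% = wells lacking enzyme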
DSG3 Ab inh = human desmoglein-3 autoantibody binding inhibition. P32926. DSG3-coupled beads, scFv-anti-DSG3-GFP binding, flow cytometry; hits give low values. binding (percent of control), % at 10 µM. 310,000 compounds, 0.48% hits;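 active means binding more than 3 SD below its plate's average and above zero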;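 further: hits lower antibody fragment binding to DSG3; some compounds called inactive have numbers as strong as hits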
CAL PDZ FP-2 = blocks peptide binding to human CAL PDZ domain; purified CAL PDZ, TMR-peptide fluorescence polarization, 1 h; inhibition, % at 20 µM; 330,000 compounds, 0.02% hits; AID 504414;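 active means highest replicate inhibition of at least 40%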;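 further: plate controls were DMSO neutral control wells for no effect and unlabeled competitor peptide control wells for full effect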
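Read-out basis: mP drop reported as inhibition | Assay system: Tagged CAL PDZ protein CerCALP, purified | Benchmarks: Unlabelled peptide for full inhibition, DMSO wells as neutral | Schedule: 1 h incubation at room temperature before polarization reading | Buffer or medium: Sodium phosphate/NaCl buffer pH 7.4 with TCEP, IgG, Thesit | Doses: Single point, 20 µM | Measured by: Fluorescence polarization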
V-ATPase pH = alters yeast V-ATPase proton transport | S. cerevisiae, pHLuorin cytosolic pH fluorescence | response, % at 10 µM | 350,000 compounds, 0.37% hits | AID 504577; in the data active means response mostly above about 7.3%, no sharp cut-off; inactive means mostly below about 5.4%; further: actives read high; inactives centre near 0; some compounds called inactive have numbers as strong as hits
NSD2 HMT inh = inhibitors of human histone methyltransferase NSD2; NSD2 peptide methylation, AlphaScreen, 120 min; inhibition, % at 12.5 µM; O96028; 310,000 compounds, 0.54% hits; AID 743445; in the data active means inhibition above about 50%
Target sequence (O96028 whole entry, looked up): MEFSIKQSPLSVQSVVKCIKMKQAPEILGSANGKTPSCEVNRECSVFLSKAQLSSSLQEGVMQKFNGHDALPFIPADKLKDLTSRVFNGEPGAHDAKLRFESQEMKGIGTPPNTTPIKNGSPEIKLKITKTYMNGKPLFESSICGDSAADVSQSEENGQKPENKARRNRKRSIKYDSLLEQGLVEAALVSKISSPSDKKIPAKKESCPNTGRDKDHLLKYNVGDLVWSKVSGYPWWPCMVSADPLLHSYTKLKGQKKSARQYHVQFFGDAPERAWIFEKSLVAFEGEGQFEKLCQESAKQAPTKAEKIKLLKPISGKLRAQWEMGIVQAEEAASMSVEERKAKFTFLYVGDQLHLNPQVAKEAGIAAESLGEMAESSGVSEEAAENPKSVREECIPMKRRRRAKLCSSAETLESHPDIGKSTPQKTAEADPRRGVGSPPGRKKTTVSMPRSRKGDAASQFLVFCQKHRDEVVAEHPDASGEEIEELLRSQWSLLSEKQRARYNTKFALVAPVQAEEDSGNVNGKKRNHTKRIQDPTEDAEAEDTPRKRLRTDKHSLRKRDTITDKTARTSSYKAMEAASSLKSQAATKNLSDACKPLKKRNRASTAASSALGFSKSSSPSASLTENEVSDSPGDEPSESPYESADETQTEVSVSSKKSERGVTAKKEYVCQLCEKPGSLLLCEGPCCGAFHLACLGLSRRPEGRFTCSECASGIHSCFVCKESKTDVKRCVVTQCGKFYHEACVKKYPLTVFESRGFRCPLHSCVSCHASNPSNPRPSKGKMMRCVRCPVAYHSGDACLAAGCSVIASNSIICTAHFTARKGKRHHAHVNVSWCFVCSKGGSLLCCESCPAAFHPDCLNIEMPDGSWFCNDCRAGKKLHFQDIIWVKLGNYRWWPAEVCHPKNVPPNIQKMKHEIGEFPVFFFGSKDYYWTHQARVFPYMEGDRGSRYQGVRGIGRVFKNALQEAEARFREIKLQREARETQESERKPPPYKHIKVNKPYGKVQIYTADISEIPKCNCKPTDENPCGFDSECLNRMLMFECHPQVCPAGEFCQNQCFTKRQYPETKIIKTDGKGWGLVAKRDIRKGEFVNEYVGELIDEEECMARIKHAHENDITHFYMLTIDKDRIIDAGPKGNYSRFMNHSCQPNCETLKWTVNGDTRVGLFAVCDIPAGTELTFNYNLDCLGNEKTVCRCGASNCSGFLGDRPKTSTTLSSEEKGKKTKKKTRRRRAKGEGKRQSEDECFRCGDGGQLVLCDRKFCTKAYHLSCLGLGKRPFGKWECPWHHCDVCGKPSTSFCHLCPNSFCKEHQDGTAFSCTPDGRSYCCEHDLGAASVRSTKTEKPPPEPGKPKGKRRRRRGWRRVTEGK
Keap1 Nrf2 FP = Keap1-Nrf2 (human) interaction inhibition; Q14145; Keap1 Kelch-Nrf2 peptide fluorescence polarization, 1536-well; inhibition, % at 9.4 µM; 340,000 compounds, 0.15% hits; AID 504523; in the data active means inhibition above about 12%;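 further: human Keap1 Kelch domain with fluorescein labeled Nrf2 9mer peptide probe; 0% = neutral control wells and 100% = peptide positive control; higher means more block of Keap1 binding to Nrf2 peptide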
Arrestin-AP2 inh = human beta-arrestin and AP2 interaction inhibition; FITC-arrestin peptide / GST-AP2 beads, flow cytometry; AP2 beta2 appendage carries R879A mutation; inhibition, % at 10 µM; 340,000 compounds, 0.31% hits; AID 504490;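 active means inhibition above a set limit, near 3 SD of compounds lacking own fluorescence, cut at about 54% in these data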;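 further: plate controls were DMSO wells for no effect and 5 µM unlabelled arrestin peptide for full effect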
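test system = AP2 appendage R879A on GSH beads | buffer or medium = PBS plus Tween 20 (0.05%) and BSA (0.1%) | incubation = 12 min plus 1 h, RT | detection = bead flow cytometry, FITC channel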
* marks the source's active call; other numbers are inactive results; . = no result given. Some of the compounds tested (hit frequency here may not be typical).

SMILES | RTF Ca sens inh | C-LANA FP | CAL PDZ FP-1 | DAGLB inhibitor | DSG3 Ab inh | CAL PDZ FP-2 | V-ATPase pH | NSD2 HMT inh | Keap1 Nrf2 FP | Arrestin-AP2 inh
COc1ccc(-c2oc3ncnc(NCCCO)c3c2-c2ccc(OC)cc2)cc1 | 0 | -0.4 | . | 0 | 115 | 1.3 | -3 | -3 | -5 | 4
S=C(c1ccc(Br)cc1)N1CCCC1 | -1 | -4.7 | -3 | -3 | 108 | -0.6 | -1 | 1 | 2 | 4
O=C(CSc1nnnn1-c1ccc(Cl)c(C(=O)O)c1)NC(c1ccccc1)c1ccccc1 | -1 | 0.2 | -2 | 3 | 96 | -1.4 | 1 | -1 | -2 | 21
CCOc1ccc(N(CC(=O)NCC2CCCO2)S(=O)(=O)c2ccc(OC)c(OC)c2)cc1 (stereo not given) | -7 | 0.8 | -5 | 1 | 104 | -0.5 | 5 | 0 | -7 | 4
c1ccc(-c2nnc(SCCC3OCCCO3)o2)cc1 | -7 | 1.0 | -3 | -5 | . | 0.0 | 14 | 0 | 5 | 14
CCN(C(=O)CSc1nnc(-c2ccncc2)n1C)C1CCS(=O)(=O)C1 (stereo not given) | 2 | -0.4 | 1 | 0 | 105 | 0.3 | 1 | -1 | -6 | 5
O=C(N/N=C/c1cccnc1)c1ccc([N+](=O)[O-])cc1Cl | -14 | -0.7 | -6 | 2 | 94 | 0.4 | 2 | -2 | 5 | -2
CC(Oc1ccccc1)C(=O)Nc1nnc(S(=O)(=O)Nc2ccccc2)s1 (stereo not given) | 0 | 0.6 | . | 6 | 99 | -0.7 | -4 | . | -4 | -6
COC(=O)c1nn(-c2ccc(OC)cc2)c(=O)cc1Oc1cccc(Cl)c1 | -4 | -1.4 | -7 | -2 | 97 | -0.9 | 1 | 0 | -6 | 1
COc1cccc(NC(=O)N2CCCC2C(=O)Nc2cc(C)ccc2OC)c1 (stereo not given) | -4 | -0.9 | -1 | -2 | 110 | -4.0 | -2 | -2 | -2 | 18
Cc1ccc(C(=O)NC2CC2)cc1S(=O)(=O)N1CCOCC1 | -1 | 0.8 | -3 | 0 | 98 | -0.5 | 4 | -4 | -2 | 5
CCCNC(=O)Cn1c(=O)/c(=C/c2ccc(-c3ccc([N+](=O)[O-])cc3)o2)s/c1=C\C(=O)C(C)(C)C | -75 | 1.4 | 5 | -47 | . | 1.0 | 0 | -2 | -8 | 15
O=C(CC(=O)N/N=C/c1cccs1)NCc1ccccc1 | -3 | 1.1 | -3 | -1 | 98 | -0.4 | 0 | 1 | 2 | 8
O=c1c2c(-c3ccccc3)csc2ncn1/N=C/c1ccc(O)c([N+](=O)[O-])c1 | -7 | -1.4 | -3 | -2 | 102 | -3.5 | 0 | 9 | -3 | 38
Cc1ccc(CS(=O)Cc2ccc(C(=O)NCc3ccc4c(c3)OCO4)o2)cc1 (stereo not given) | -12 | 0.0 | -2 | 1 | . | 0.0 | 0 | 2 | -1 | 0
COc1ccc(C2=NN(C3=NN=C(N)Cc4ncnn43)C(O)(C(F)(F)F)C2)cc1 (stereo not given) | 2 | 0.4 | . | 3 | 92 | -0.9 | 4 | -20 | 0 | 43
O=C(Cc1ccccc1)NNC(=O)C1CCCC1 | 5 | 1.4 | -5 | -2 | 105 | -1.0 | -1 | 0 | 1 | -8
Cc1ccc(S(=O)(=O)N2CCN(Cc3ccco3)CC2)cc1C | -4 | 0.5 | -2 | -2 | . | -0.2 | 2 | 1 | -4 | -3
O=C1Nc2ccc(Cl)cc2C12Nc1ccccc1-c1nnc(SCc3ccccc3F)nc1O2 (stereo not given) | -9 | -1.4 | . | 8 | 108 | -0.7 | -1 | 7 | -4 | 0
COc1ccc(C2(C(=O)c3ccccc3)C(=O)c3ccccc3C2=O)cc1 | 0 | 0.7 | . | -1 | 108 | -1.0 | 0 | . | -4 | 11
N/C(CC(=O)Nc1ccc(F)c(Cl)c1)=N\OC(=O)c1cccs1 | -1 | -2.2 | -2 | -3 | 120 | -1.2 | 0 | 38 | -8 | 4
COc1ccc(CCNC(=O)C(=O)NCc2ccc(Cl)cc2)cc1OC | -6 | 0.9 | -7 | 0 | 104 | . | -2 | 2 | -2 | -5
CCOc1ccc(-c2nc(N)ncc2-c2ccc(Cl)cc2)c(O)c1 | -4 | 4.3 | 1 | 1 | 98 | 0.0 | 3 | 6 | -8 | -12
CCC(C)NC(=O)C1CCN(S(=O)(=O)c2ccc3[nH]c(=O)ccc3c2)CC1 (stereo not given) | -1 | 1.5 | 0 | -2 | 110 | -0.3 | 2 | . | -3 | 3
Cc1csc(=O)n1CCC(=O)OCC(=O)NCc1ccc(Cl)cc1Cl | -4 | -0.5 | . | 0 | 102 | 0.7 | 0 | 0 | 0 | 42

An excerpt of these results, as tab-separated lines.
mol	RTF Ca sens inh	C-LANA FP	CAL PDZ FP-1	DAGLB inhibitor	DSG3 Ab inh	CAL PDZ FP-2	V-ATPase pH	NSD2 HMT inh	Keap1 Nrf2 FP	Arrestin-AP2 inh
c1ccc(-c2nnc(SCCC3OCCCO3)o2)cc1	-7	1.0	-3	-5	.	0.0	14	0	5	14
CCN(C(=O)CSc1nnc(-c2ccncc2)n1C)C1CCS(=O)(=O)C1 (stereo not given)	2	-0.4	1	0	105	0.3	1	-1	-6	5
O=C(N/N=C/c1cccnc1)c1ccc([N+](=O)[O-])cc1Cl	-14	-0.7	-6	2	94	0.4	2	-2	5	-2

Other results:
SMILES | RTF Ca sens inh | C-LANA FP | CAL PDZ FP-1 | DAGLB inhibitor | DSG3 Ab inh | CAL PDZ FP-2 | V-ATPase pH | NSD2 HMT inh | Keap1 Nrf2 FP | Arrestin-AP2 inh
O=C(NN1C(=O)c2ccccc2NC12CCCCC2)c1ccccc1 | 2 | 0.1 | . | -2 | 99 | 0.0 | 0 | -2 | -2 | -11
COc1cccc(/C=N/NC(=O)C(=O)NCc2cccnc2)c1O | -11 | 6.2 | -1 | 1 | 85 | -1.3 | -3 | -15 | -1 | 7
CC(C)CC(NC(=O)OCc1ccccc1)C(=O)NC(Cc1ccccc1)C(=O)CCl (stereo not given) | -11 | 0.4 | -9 | 2 | 79 | -1.1 | 0 | -2 | -2 | 4
Cc1ccc2cc(C#N)c(N3CCCC3)nc2c1C | -6 | 1.4 | -1 | 4 | 103 | . | -3 | -9 | -8 | 6
CCCN1C(=O)C2(SC(NC(C)=O)=NN2C(C)=O)c2cc(C)ccc21 (stereo not given) | 7 | 2.6 | -1 | 2 | 118 | -0.1 | 13 | -1 | -2 | 4
Cc1[nH]c2ccccc2c1-c1csc(N)n1 | -9 | 1.8 | -7 | -1 | 104 | 0.0 | 3 | 8 | -2 | 8
CCC(Cc1ccccc1)NC(=O)C1CCCCC1 (stereo not given) | -3 | 1.4 | -6 | -4 | 95 | -0.1 | 7 | -2 | 1 | 1
CCOC(=O)C1CCN(Cc2nc3ccccc3c(=O)n2-c2ccc(F)cc2)CC1 | -1 | 0.1 | -4 | -2 | 101 | -2.5 | -6 | -1 | -4 | 16
Cc1ccc(C)c(S(=O)(=O)NC(C)C(=O)Nc2ccc(-c3nc4ccccc4s3)cc2)c1 (stereo not given) | -2 | -2.8 | -2 | 0 | 105 | -0.3 | -2 | 1 | -2 | -2
Cn1c(=O)c(=O)n(C)c2cc(S(=O)(=O)N3CCCC3C(=O)Nc3ccc(F)cc3)ccc21 (stereo not given) | 2 | 0.6 | 6 | 0 | 113 | -0.8 | 2 | . | -8 | 4
O=C(Nc1cccnc1)c1cc(-c2ccccc2)on1 | -9 | -0.4 | 122* | -3 | 104 | . | 2 | -2 | 2 | 1
Cc1cc(C)cc(NS(=O)(=O)c2cc(Br)cnc2N)c1 | -10 | -0.6 | -3 | 6 | . | -2.4 | 0 | 6 | -4 | 40
O=C(Oc1nsnc1N1CCOCC1)c1ccccc1 | -5 | -1.4 | -3 | 2 | 111 | -2.7 | -3 | -7 | 3 | 2
Cc1ccnc(NC(=O)C2CCC(CNc3c(N4CCCC4)c(=O)c3=O)CC2)c1 (stereo not given) | -3 | 0.0 | -4 | 1 | 99 | -1.0 | 0 | . | -3 | 1
Cc1nn(C)c2ncc(C(N)=O)c(Oc3cccnc3)c12 | 1 | -0.6 | -2 | -1 | . | -0.7 | -2 | -1 | 1 | -5
O=C1CC(c2ccccc2)c2c(O)cc(O)cc2O1 (stereo not given) | -4 | 1.9 | -3 | -2 | 104 | -2.2 | -4 | 3 | -1 | 5
Cc1nc2cc(C(=O)O)ccc2n1C1CCCCC1 | -2 | 0.5 | -2 | 4 | 99 | -2.0 | 1 | 2 | -1 | -5
Cc1cccc(N(CC(=O)N/N=C/c2ccc(OCC(=O)NCc3ccco3)cc2)S(C)(=O)=O)c1C | 0 | -1.2 | -10 | 1 | 104 | -2.2 | 1 | 0 | 2 | -5
O=C(Cn1cc2c(n1)CCCCC2)NC1CCCCCC1 | -2 | -4.3 | -2 | -2 | 109 | 0.0 | 0 | . | -6 | 4
COc1ccc(-c2cc3cc(OC)c(OC)cc3cn2)cc1OC | 3 | 1.5 | -1 | 0 | . | -2.3 | -1 | 0 | -2 | -12
O=C(NCCSCc1ccco1)Nc1cccc(Cl)c1 | 0 | -2.0 | 0 | -6 | 114 | -2.5 | 0 | 3 | -5 | -5
Cc1ccc(C)c(Cn2c(=O)n(CCC(=O)NCc3ccco3)c(=O)c3ccccc32)c1 | -4 | 0.1 | -6 | 3 | . | -1.2 | -5 | 0 | 1 | -1
COc1ccc(OCCCC(=O)Nc2nc(C)c(C(C)=O)s2)cc1 | -5 | 1.0 | -11 | 0 | 110 | 0.6 | 0 | -6 | 0 | -14
CC(C)CCN(C(=O)C1CSC2(C)CCC(=O)N12)c1c(N)n(Cc2ccccc2)c(=O)[nH]c1=O (stereo not given) | -2 | 2.0 | -2 | 0 | 99 | -1.5 | 0 | 0 | -10 | -15
CC1(C)c2[nH]c3ccccc3c2C[C@H]2C(=O)N(CCCCCO)CC(=O)N21 | -4 | 0.7 | -2 | -1 | 92 | 1.7 | 2 | -4 | 4 | 8
Cc1ccccc1-c1cc(C(=O)NCc2ccc(OC(F)(F)F)cc2)n(CC2CC(c3cccnc3)=NO2)n1 (stereo not given) | -1 | -0.2 | -2 | -7 | 101 | -1.6 | -2 | . | -4 | 1
CC(C)C(NS(=O)(=O)c1cccc2nsnc12)C(=O)Nc1nc2ccc(Cl)cc2s1 (stereo not given) | -7 | -0.8 | -3 | 2 | 102 | 0.0 | 0 | . | 2 | 10
COn1c(-c2ccccc2)nc2ccc(Cl)cc21 | -2 | -0.8 | -2 | -4 | 101 | -0.1 | 4 | -4 | 1 | 18

Sorted by the number under C-LANA FP (ascending): 3 from the list above
Compound | C-LANA FP
COn1c(-c2ccccc2)nc2ccc(Cl)cc21 | -0.8
CCN(C(=O)CSc1nnc(-c2ccncc2)n1C)C1CCS(=O)(=O)C1 (stereo not given) | -0.4
CCOc1ccc(N(CC(=O)NCC2CCCO2)S(=O)(=O)c2ccc(OC)c(OC)c2)cc1 (stereo not given) | 0.8
